S1P4 antag: human S1P4 receptor antagonism. O95977. S1P4-expressing cells, antagonist mode, reporter read-out. inhibition, % at 4.98 µM. 0.26% of 220,000 active; in the data active = inhibition above about 29%;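 also: 0% = wells stimulated with agonist and 100% = vehicle wells without agonist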
Target sequence (O95977 whole entry, looked up): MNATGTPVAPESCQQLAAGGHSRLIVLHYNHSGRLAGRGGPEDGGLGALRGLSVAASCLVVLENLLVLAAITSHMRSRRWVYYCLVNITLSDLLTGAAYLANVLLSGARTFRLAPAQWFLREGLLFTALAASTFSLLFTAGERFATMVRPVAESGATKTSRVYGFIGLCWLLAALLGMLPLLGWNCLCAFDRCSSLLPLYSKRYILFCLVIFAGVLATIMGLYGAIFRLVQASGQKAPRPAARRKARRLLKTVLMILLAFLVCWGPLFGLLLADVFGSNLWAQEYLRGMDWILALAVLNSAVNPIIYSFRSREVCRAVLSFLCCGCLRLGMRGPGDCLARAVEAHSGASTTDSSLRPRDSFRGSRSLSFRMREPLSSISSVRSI
NPY-Y1 PAM-ag: human NPY-Y1 potentiation or agonism, primary screen; NPY-Y1 expressing cells, potentiator/agonist activation; P25929; AID 1304; 0.37% of 220,000 active; activation, % at 3.6 µM; in the data active = activation above about 33%, passing the limit was not always enough;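 also: cells stimulated with NPY at EC10 then isoproterenol at EC100; 0% = low agonist plus stimulus and 100% = saturating agonist plus stimulus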
NPY Y1 blocker: NPY-Y1 (human) receptor antagonism. 1% of 200,000 active. AID 1040. inhibition, % at 3.6 µM. HEK293-CNG Y1 cells, membrane potential fluorescence; NPY at EC95, then isoproterenol;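 active = inhibition above the campaign mean inhibition of all tested compounds plus 3 SD, cut at about 20% in these data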;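 also: 0% = DMSO wells given NPY plus isoproterenol and 100% = isoproterenol alone without NPY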
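material = HEK293 cells with Y1 receptor plus CNG channel | also added = NPY 25 nM then isoproterenol 1 µM plus Ro 20-1724 25 µM | schedule = dye 3 h, compound 60 min room temperature, stimulation 45 min | measured by = membrane potential fluorescence | benchmarks = high control isoproterenol alone, low control NPY with isoproterenol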
NCF1 inh: p47phox (human) inhibition; 0.53% of 220,000 active; inhibition, % at 24.7 µM; AID 1274; p47phox/p22phox peptide binding, fluorescence polarization, 2 h;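 active = inhibition above about 30%, limit read from the data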;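 also: 0% = p47phox with labelled peptide and 100% = labelled peptide alone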
S1P4 agonist: agonists of human S1P4 receptor; S1P4-expressing cell line, agonist reporter assay; activation, % at 4.98 µM; 0.35% of 220,000 active; in the data active = activation above about 11%;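 also: 0% = DMSO vehicle and 100% = reference agonist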
BaF3 tox: counter-screen for JAK2V617F inhibitors: parental Ba/F3 viability inhibitors; CellTiter-Glo ATP luminescence; inhibition, % at 5.6 µM; 1.1% of 220,000 active; AID 1486;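 active = inhibition above a per-campaign cutoff, the mean inhibition of all tested compounds plus 3 SD, cut at about 27% in these data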;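 also: 0% = DMSO wells and 100% = JAK Inhibitor I control wells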
CHOP inh: inhibitors of CHOP induction in ER stress response. CHO-K1 CHOP-promoter luciferase, tunicamycin-induced, 15-18 h. inhibition, % at 10 µM. 3.8% of 220,000 active. AID 2732;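 active = compounds that reduced the stress-induced luciferase reporter signal by more than about 70% of percent inhibition, limit read from the data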;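 also: 0% = tunicamycin plus vehicle and 100% = wells without tunicamycin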
Ba/F3 V617F tox: loss of viability in JAK2V617F-driven Ba/F3 cells. inhibition, % at 5.6 µM. 1.1% of 220,000 active. Ba/F3 EpoR-JAK2V617F viability, ATP luminescence. AID 1446;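 active = inhibition above the campaign mean plus 3 SD over all tested compounds, cut at about 24% in these data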;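 also: cytokine-independent growth of Ba/F3 cells driven by EpoR plus mutant JAK2; 0% = DMSO-treated cells and 100% = JAK inhibitor I control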
NPY-Y2 PAM-ag: human NPY-Y2 potentiation or agonism, primary screen. AID 1359. P49146. activation, % at 3.6 µM. cells expressing NPY-Y2, potentiator/agonist read-out. 0.45% of 220,000 active; in the data active = activation above about 27%;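 also: cells stimulated with NPY near EC25 plus isoproterenol at EC100; 0% = vehicle plus submaximal agonist and 100% = vehicle plus saturating agonist; some results beyond the cut were filed as inactive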
Target sequence (P49146 whole entry, looked up): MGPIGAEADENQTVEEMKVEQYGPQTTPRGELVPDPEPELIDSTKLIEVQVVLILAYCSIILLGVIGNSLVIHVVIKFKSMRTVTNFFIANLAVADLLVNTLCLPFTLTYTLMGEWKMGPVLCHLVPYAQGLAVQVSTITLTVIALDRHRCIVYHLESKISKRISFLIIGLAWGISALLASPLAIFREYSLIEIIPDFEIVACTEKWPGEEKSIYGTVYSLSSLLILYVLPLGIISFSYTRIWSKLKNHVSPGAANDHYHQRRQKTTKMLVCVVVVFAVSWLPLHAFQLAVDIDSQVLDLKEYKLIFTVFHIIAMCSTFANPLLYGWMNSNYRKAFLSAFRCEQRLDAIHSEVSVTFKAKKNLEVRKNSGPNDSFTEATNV
An asterisk follows results filed as active; · = no result given.

SMILES | S1P4 antag | NPY-Y1 PAM-ag | NPY Y1 blocker | NCF1 inh | S1P4 agonist | BaF3 tox | CHOP inh | Ba/F3 V617F tox | NPY-Y2 PAM-ag
CCc1nc(Nc2ccc3c(c2)OCO3)c2oc3ccccc3c2n1 | 6 | -21 | 2 | -9 | 0.2 | 4 | 47 | -1 | 10
O=C(CSc1nnc(-c2ccc(F)cc2)o1)c1ccc2c(c1)OCCO2 | -6 | -14 | 3 | -1 | -1.3 | 4 | 39 | 2 | -25
C=CCNC(=S)N1CCN(c2ncc(C(F)(F)F)cc2Cl)CC1 | 15 | -4 | · | -13 | 0.6 | -1 | 1 | -1 | -14
O=[N+]([O-])c1cc(Cl)c2cccnc2c1O | -22 | -28 | 4 | -2 | 1.9 | 6 | -6 | 0 | -24
O=C(Nc1ccc2oc(-c3cccnc3)nc2c1)c1ccc2c(c1)OCCO2 | -32 | -6 | 7 | -11 | 1.3 | 5 | -2 | -4 | -2
O=C(c1ccc(COc2ccc(F)cc2)o1)n1cc(Br)cn1 | -10 | 11 | 4 | -8 | 1.4 | 2 | -29 | -1 | -9
Cc1ccc2ccc(C3C(=O)c4ccccc4C3=O)nc2c1 | -3 | -5 | -8 | · | 0.4 | 2 | · | -2 | -10
Cc1cccc(C(=O)N/C(=C\c2ccc(C)o2)C(=O)O)c1 | 4 | 4 | · | -5 | 1.6 | 0 | -2 | 0 | -14
Cc1ccc(-n2ncc3c(=O)n(CC(=O)NC4CCCC4)cnc32)cc1C | -17 | 3 | -2 | -4 | 0.5 | 5 | 35 | 2 | 8
Cn1nccc1C(=O)Oc1cccc(/C=N/NC(=O)c2ccccc2O)c1 | 8 | 2 | 4 | -13 | -1.3 | 1 | 29 | 0 | -2
N=c1c2c3c(sc2ncn1CCN1CCOCC1)CCCCC3 | -9 | 7 | 2 | -16 | -0.6 | 3 | 3 | 0 | 6
COc1ccc(C(C#N)N2N=C(C)CC2(C)C)cc1OC (stereo not given) | 3 | 5 | -3 | -7 | -1.0 | 7 | -11 | 0 | -3
O=C(CSc1ncc(-c2ccc(F)cc2)[nH]1)NCc1ccco1 | 1 | -21 | 8 | -2 | 1.2 | 8 | 12 | 1 | -21
Cc1ccc(S(=O)(=O)N2CCN(c3ccc(S(=O)(=O)N4CCOCC4)cn3)CC2)cc1 | 10 | 7 | 1 | -11 | 0.3 | 3 | 8 | 1 | -12
N#Cc1ccccc1S(=O)c1ccccc1C(=O)Nc1ccccc1 (stereo not given) | 12 | 11 | -7 | -1 | 0.8 | 0 | 6 | -1 | 2
COc1cccc(NC(=O)CCSc2ccc3ccccc3n2)c1 | -4 | -29 | 11 | -9 | 1.7 | 8 | 8 | 3 | -10
CCOC(=O)C1(Cc2ccccc2)CCN(Cc2ccon2)CC1 | -31 | 12 | 15 | 2 | 0.3 | 2 | 19 | -3 | -3
CNC(=O)Cn1nc(C)c2ccccc2c1=O | 7 | 5 | -7 | -1 | 3.7 | -2 | -4 | -4 | 10
CC(C)Cn1nnc2c(=O)oc3ccccc3c21 | -4 | 60* | 1 | -1 | 0.4 | 1 | -10 | -9 | 14
O=C(Nc1nc(-c2ccc(-c3ccccc3)cc2)cs1)C1CCCO1 (stereo not given) | 2 | -24 | 17 | -38 | 2.1 | 8 | 51 | 6 | -11
O=C(NCC1CCCO1)c1ccc2c(=O)n(Cc3cccc(Br)c3)c(=S)[nH]c2c1 (stereo not given) | -5 | 4 | -3 | -4 | -0.1 | 2 | 107* | -2 | 7
O=C1C2C3C=CC(C3=C(c3ccccc3)c3ccccc3)C2C(=O)N1CCO (stereo not given) | -15 | -16 | 0 | -13 | 1.5 | 7 | 0 | 0 | 0
O=C(CN1C(=O)CCS(=O)(=O)c2ccccc21)Nc1cccc(Cl)c1 | -1 | 12 | 2 | -14 | 0.5 | 2 | 14 | -1 | 2
Cc1cc(C)n(-c2ccc(C(=O)Nc3ccc(S(=O)(=O)N(C)C)cc3)cc2)n1 | -6 | 8 | -5 | -4 | 3.0 | 0 | 27 | -3 | 0
COc1ccc2[nH]c(=O)c(CN(Cc3cccs3)C(=S)Nc3ccccc3)cc2c1 | -12 | 25 | 3 | -13 | 0.1 | 7 | 38 | -2 | 5
O=c1[nH]cnc2c1oc1ccccc12 | -1 | 12 | 6 | -1 | 1.2 | 4 | -20 | 0 | 7
CCOC(=O)COc1ccc(C2CC(C)=NN2c2ccccc2)cc1 (stereo not given) | -2 | -2 | 2 | -9 | 1.2 | 1 | 22 | 0 | 4
Nc1nc(SCc2nnc(SCC(=O)O)n2-c2ccccc2)nc2sc3c(c12)CCCC3 | 9 | 4 | 2 | -1 | -3.5 | 1 | 3 | -2 | 14
Cc1cccc(C)c1NC(=O)C1(C)c2cccc[n+]2CC(=O)N1Cc1cccs1 (stereo not given) | -7 | 11 | 2 | -21 | -0.9 | 7 | 33 | 2 | -3
CC1CC(C)CN(C(=O)CSc2nnc(-c3ccc(Cl)s3)o2)C1 (stereo not given) | -6 | -23 | 8 | 1 | 0.3 | 1 | 55 | -1 | -3

Complete entries, looked up by structure. Values in the order: S1P4 antag	NPY-Y1 PAM-ag	NPY Y1 blocker	NCF1 inh	S1P4 agonist	BaF3 tox	CHOP inh	Ba/F3 V617F tox	NPY-Y2 PAM-ag
Nc1nc(SCc2nnc(SCC(=O)O)n2-c2ccccc2)nc2sc3c(c12)CCCC3 across the screens: 9	4	2	-1	-3.5	1	3	-2	14
O=C(CSc1ncc(-c2ccc(F)cc2)[nH]1)NCc1ccco1 across the screens: 1	-21	8	-2	1.2	8	12	1	-21
C=CCNC(=S)N1CCN(c2ncc(C(F)(F)F)cc2Cl)CC1 across the screens: 15	-4	·	-13	0.6	-1	1	-1	-14
Cn1nccc1C(=O)Oc1cccc(/C=N/NC(=O)c2ccccc2O)c1 across the screens: 8	2	4	-13	-1.3	1	29	0	-2

Next compounds.
SMILES | S1P4 antag | NPY-Y1 PAM-ag | NPY Y1 blocker | NCF1 inh | S1P4 agonist | BaF3 tox | CHOP inh | Ba/F3 V617F tox | NPY-Y2 PAM-ag
CCN1CCN(C(=O)C(N)Cc2ccccc2)CC1 (stereo not given) | -7 | -2 | -2 | -9 | 1.1 | 11 | 54 | 1 | -12
Cc1nn2c(nc(N3CCOCC3)c3ccccc32)c1C=C(C#N)C#N | -10 | -4 | -1 | -27 | -0.1 | 2 | -9 | 0 | -6
COc1ccc(CCNC(=O)CCn2c(=O)[nH]c3cc(OC)c(OC)cc3c2=O)cc1OC | 5 | -17 | -4 | -2 | 1.1 | 2 | -11 | 1 | 10
CCOC(=O)c1ccc(NC(=S)NCCCN2CCOCC2)cc1 | -21 | 8 | 3 | -8 | 2.0 | 6 | -9 | -2 | -2
O=C(Nc1ccc(SC(F)F)cc1)c1cccc2nc3ccccc3nc12 | -14 | 3 | 3 | -5 | 1.1 | 2 | 38 | -2 | -13
COc1ccc(C(=O)c2c[nH]cc2-c2ccccc2)cc1 | -17 | 8 | -2 | -13 | 0.5 | 6 | 12 | 1 | 9
Cc1ccccc1OCC(=O)NCCN(C)C | -23 | -9 | 19 | 3 | -2.0 | 2 | -13 | 1 | 5
O=C(/C=C\c1ccccc1)Nc1ccc(NC(=O)c2ccco2)cc1 | -5 | 24 | 5 | -17 | -1.6 | 4 | 95* | -2 | 4
O=C1c2cccc3cccc(c23)C(=O)N1Cc1ccccc1 | 2 | 2 | 4 | -8 | 2.2 | 12 | 7 | 6 | -13
Cc1cccc(C)c1OCCOC(=O)c1n[nH]c2ccccc12 | 8 | 5 | 6 | -6 | 0.1 | -1 | 22 | 1 | 0
Cc1ccccc1N/N=C/c1sc(=O)n(Cc2cccc(C(=O)O)c2)c1Cl | 7 | 53 | · | -21 | -1.0 | -2 | 70 | -3 | 16
C=C(c1ccc(O)cc1)c1ccc(O)cc1 | -1 | 15 | 5 | -37 | 0.1 | 5 | 25 | 3 | 0
CCS(=O)(=O)n1nc(-c2cccnc2)nc1NCc1ccc(F)cc1 | 3 | 26 | -2 | -7 | -1.2 | 4 | 17 | -3 | 3
CCCN(C(=O)c1ccco1)c1nnc(-c2ccccc2C)s1 | -9 | 26 | 2 | -9 | 1.3 | -5 | 48 | -2 | 9
O=C(O)c1cc([N+](=O)[O-])c(N2CCCC2)c([N+](=O)[O-])c1 | -1 | 7 | -2 | -25 | 3.1 | 0 | 8 | -3 | 7
Cc1cc(C)n(C(=O)/C(C#N)=C/N(C)C)n1 | -19 | 0 | 14 | -1 | 1.1 | 4 | 19 | 1 | -3
Cc1nn(Cc2ccccc2)c(C)c1NC(=O)c1cc(-c2cccs2)on1 | 2 | 8 | -2 | -168 | -1.1 | 3 | 21 | 0 | 9
CCS(=O)(=O)Nc1cccc(C2=NN(S(=O)(=O)c3ccc(C)cc3)C(c3cccs3)C2)c1 (stereo not given) | -16 | 4 | 6 | -222 | 0.8 | 2 | 31 | 2 | 2
CCOc1ccccc1N1CN(C2CCCCC2)CNC1=S | -1 | 7 | · | -7 | 0.4 | -4 | -1 | -4 | 7
O=C(COC(=O)Cc1n[nH]c(=O)c2ccccc12)Nc1ccc(Cl)cc1F | -8 | -2 | 0 | -4 | -0.9 | 7 | 9 | 0 | 5
COc1ccccc1-c1ccc(SCc2ccc(C)cc2)nn1 | -4 | -25 | 21* | -15 | 1.1 | 2 | -17 | 0 | -22
O=C(CCSCc1ccc(Cl)cc1)NCCc1ccccc1 | -9 | -14 | 10 | -10 | 0.2 | 4 | 7 | 1 | -12
Cc1nn(Cc2c(F)c(F)c(F)c(F)c2F)c(C)c1NC(=O)c1ccc(COc2cc(Cl)ccc2Cl)cc1 | -10 | 4 | -6 | -14 | 1.5 | 4 | 56 | 4 | -4
CN1CCN(C(=O)c2cc3c(ccc4ccccc43)oc2=O)CC1 | -2 | -5 | 4 | -1 | -1.1 | -1 | -24 | -3 | 14
COc1ccc(/C=N\NC(=O)COc2ccc(Cl)cc2Cl)c(C(=O)O)c1OC | 8 | 3 | -1 | -19 | -0.1 | 4 | -5 | 0 | 10
COc1ccc2c(c1)SCC/C2=C\CN1C(=O)CCC1=O | -2 | -4 | -1 | -10 | 0.3 | 11 | 6 | 5 | -3
CC1OC(Oc2c(-c3cc(O)c(O)c(O)c3)oc3cc(O)cc(O)c3c2=O)C(O)C(O)C1O (stereo not given) | 13 | -7 | · | -13 | 1.0 | -2 | -9 | 3 | -2
O=C(CC1C(=O)NCCN1C(=S)Nc1ccccc1)Nc1ccc2c(c1)OCCO2 (stereo not given) | -18 | 5 | -3 | -17 | 0.1 | 11 | -17 | 1 | -7
Cc1c(O)ccc2c3c(c(=O)oc12)CCCC3 | 4 | -2 | -1 | -1 | 5.2 | 4 | 20 | -3 | 11
Cc1cccc(NC(=O)c2ccc(N3CCCCC3)c([N+](=O)[O-])c2)n1 | -2 | -19 | 5 | -5 | 1.6 | 2 | -3 | 5 | -10
CCNc1nc(Cl)nc(-c2cn(-c3ccccc3)c3ccccc23)n1 | -4 | -31 | · | -10 | 0.1 | 0 | 10 | 5 | 2
O=C(c1ccc(CSc2ccc(Cl)cc2)cc1)N1CCCC1 | 6 | -26 | 2 | -6 | 0.8 | 2 | 11 | 1 | -9
COC(=O)C1=C(CSc2nncn2C)NC(=O)NC1c1ccc(F)cc1 (stereo not given) | -3 | 23 | 2 | -16 | -2.1 | 2 | -6 | -2 | -2
c1ccc(CN2CCN(c3nc(-c4ccccc4)nc4ccccc34)CC2)cc1 | 11 | -21 | 6 | -65 | -0.5 | 3 | 33 | 0 | -26
COc1ccc(NC(=O)C(c2ccccc2)N2CCN(c3ccccn3)CC2)cc1Cl (stereo not given) | -9 | -2 | 9 | · | 1.5 | 6 | 3 | 2 | -16

Screening data: PubChem, several laboratories
